IkB sig inh: IkB Signaling; AID 445, 2006; 0.04% of 110,000 active; Potency, µM (top dose mostly 57.1 µM), without a hit: top-dose IkBa stabilization activation; ABC-DLBCL IkBa-CBG/CBR dual luciferase ratio, 4 h; response scale: scaled: untreated 0%, proteasome inhibitor 100%; active = well fitted curve in the direction sought with a large enough effect in the signal ratio, not every such curve was filed as active; inconclusive = small, poorly fitted or top-dose-only effect, or a change in a side signal; the % refers to the signal ratio;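 also: the direction sought is a rising ratio; 0% = basal untreated cells and 100% = reference inhibitor full response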
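Luminescence ratio of IκBα-fused green versus native red beetle luciferase in OCI-Ly3 cells, 4 h post-doxycycline with compound; red signal alone, scaled from basal (0%) to zero light (-100%), flagged nonspecific or cytotoxic effects.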
Imprint erasure: qHTS Assay for Compounds that Induce Erasure of Genomic Imprints; mouse ES Peg3-LacZ reporter, beta-gal luminescence, 40 h; Potency, µM (highest dose often 60.7 µM), inactives show at the highest dose activity change, positive = activation, most hits filed as activators; 0.02% of 110,000 active;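 also: 0% = negative control wells on the plate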
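Each well holds 300 Peg3LacZ-Neo (maternal) female ES cells incubated 40 h at 37C, 5% CO2. LacZ is measured by BetaGlo luminescence, with AC50 and maximum efficacy derived from dose-response curves.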
p53ts 32C tox: qHTS Screen for Compounds that Selectively Target Cancer Cells with p53 Mutations: Cytotoxicity of p53ts Cells at the Permissive Temperature. H1299-p53A138V at 32C, ATP luminescence viability, 24 h. Potency, µM (series often up to 46.1 µM), without a hit: top-dose activity change, negative = cytotoxicity, usual class: cytotoxic. 0.93% of 130,000 active. AID 924, 2007;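 also: 0% = DMSO and -100% = full killing by reference compound; nearly all actives have a fitted effect of over 55% in size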
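H1299-p53 A138V cells (temperature-sensitive p53) exposed 24 h to up to 46 uM compound at 32C, where p53 is wild-type in conformation. Viability read as ATP luminescence and normalised to DMSO and 100 uM tamoxifen. AC50 fitted with the Hill equation.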
p53ts 39C kill: qHTS Screen for Compounds that Selectively Target Cancer Cells with p53 Mutations: Cytotoxicity of p53ts Cells at the Nonpermissive Temperature | H1299-p53A138V viability at 39C, ATP luminescence, 24 h | Potency, µM (highest dose often 46.1 µM), without a hit: at the top dose activity change, negative = cell killing, actives largely listed as cytotoxic | 1.5% of 130,000 active | AID 902, 2007; also: nearly all actives have a fitted effect of over 55% in size
An asterisk follows results filed as active; ? = inconclusive; / = not tested or not shown; [ ] = remark or other dose. Unless noted, calls follow the shape of the dose curve; as a rule, active = well fitted curve in the direction sought with a large enough effect; inconclusive = small, poorly fitted or top-dose-only effect, or another doubt; inactive = no such curve, though single readings can be large; an effect the other way counts as inactive or inconclusive. Unless noted, % is scaled to controls: 0 for no effect and ±100 for the full control effect; potency is read from the fitted curve at half-maximal effect.

SMILES	IkB sig inh	Imprint erasure	p53ts 32C tox	p53ts 39C kill
CN1C(=O)CC[C@@H]1c1cccnc1	1.0%[11.4 µM]	-16%[16.8 µM]	-3%[20.6 µM]	-2%[20.6 µM]
CCCCNC(=O)c1ccc2c(c1)N=C(CC)c1ccccc1S2	14%	-20%[10.9 µM]	8%	-11%
Cc1ccn2c(=O)cc(COc3ccc(NC(=O)COc4ccc(Cl)cc4)cc3)nc2c1	0.7%	8%[10.9 µM]	-2%	-5%
Cc1ccccc1Cn1cc(S(=O)(=O)c2ccc(F)cc2)c(=O)c2cc3c(cc21)OCO3	?	3%[10.9 µM]	7%	-9%
CCCCN1CCc2c([nH]c3ccc(C)cc23)C1=O	2.3%	7%	-15%	-19%
Cc1cc(=O)oc(C)c1C(=O)OCC(=O)c1ccc(Br)cc1	/	/	-4%	8%
O=C(Oc1ccccc1)N1CCC2(CC1)CCN(c1cccc(-c3ccccc3)c1)CC2	1.7%[11.4 µM]	/	-13%	-18%
COc1ccc(NC(=O)CCCn2c(=O)c3cccn3c3ccccc32)c(OC)c1	-1.0%	-14%[10.9 µM]	?	?
CCCc1ncc(C[n+]2ccccc2C)c(N)n1	-2.5%[25.6 µM]	-4%	-7%	4%
CCc1c(C)nc(N)n2c(SCC(=O)N3CCN(c4ccccc4F)CC3)nnc12	-0.5%	-6%	-6%	6%
Cc1nc2ccc(S(=O)(=O)NCC(=O)N3CCCCC3)cc2s1	-2.0%	-10%	18%	2%
CCCCCCC1C(C#N)=C(N)OC2=C1C(=O)CCC2 (configuration not stated)	5.5%	-15%	13µM*	16µM*
Cc1ccc(C)c(NC(=O)N2CCN3CCCCC3C2)c1 (configuration not stated)	-1.2%	-1%[10.9 µM]	2%	28%
CC#CCN(CC#CC)S(=O)(=O)c1ccc(-n2cnnn2)c(OC)c1	1.0%	5%	14%	6%
CC1CCN(c2nn3c(=O)c(C(=O)NCc4ccc(Cl)cc4)cnc3s2)CC1	-1.9%	-12%[10.9 µM]	1%	-13%
CCOC(=O)C1=C(C)NC(C)=C(C(=O)OCC)C1C(=O)OCC(=O)N1CCc2ccccc21	1.1%	-6%	8%	-7%
CCCc1cc(=O)[nH]c(/N=C(/NC(=O)C(C)N2C(=O)c3ccccc3C2=O)Nc2ccccc2)n1 (configuration not stated)	2.9%	1%	0%	8%
Cn1c(CCN2CCOCC2)nc2cc(NC(=O)COc3ccc(Cl)cc3)ccc21	-2.4%	-4%	-6%	6%
O=C(NCc1cccnc1)c1ccc(CN2CCc3ccccc3C2)cc1	/	/	2%	11%
O=C(Nc1ccc(F)cc1F)c1ccc(COc2c(F)c(F)cc(F)c2F)o1	7.5%	-10%	-6%	-4%
COc1ccc(-c2nc3n(n2)C(=O)CC(c2ccc(Cl)cc2)S3)cc1 (configuration not stated)	?	-9%[10.9 µM]	6%	13%
COc1ccc(C(=O)Nc2ccc(S(=O)(=O)N3CCCCC3C)cc2)c(OC)c1OC (configuration not stated)	/	/	0%	-2%
CCN(CC(=O)Nc1ccc2c(c1)OCCO2)Cc1cc(=O)oc2cc(C)c(C)cc12	0.3%	-14%	-6%	-12%
Cc1ccc2cccc(S(=O)(=O)n3nc(C)cc3C)c2n1	2.0%	-3%	-3%	5%
O=C(NCCN1CCOCC1)c1ccc(CS(=O)(=O)c2ccc(Br)cc2)o1	-0.7%	-2%	0%	1%
SMILES	IkB sig inh	Imprint erasure	p53ts 32C tox	p53ts 39C kill
Cc1ccc2c(=O)cc(C(=O)Nc3ccc(S(=O)(=O)N4CCCCC4)cc3)oc2c1C	0.2%	?	13%	7%
COc1ccc(OC)c(NC(=O)c2cc3c(n(-c4ccc(Cl)cc4)c2=O)CC(C)(C)CC3=O)c1	2.2%	-14%[10.9 µM]	-3%	5%
Cc1ccc(/C=C/c2onc(C)c2S(=O)(=O)N2CCC(C(=O)N3CCN(c4ccccc4F)CC3)CC2)cc1	-0.1%	-21%[10.9 µM]	7%	-13%
CN(C)c1ccc(/C=[N+](\[O-])C(C)(C)/C=N/O)cc1	2.2%	-12%	-6%	5%
CN(Cc1nc(-c2cccnc2)no1)S(=O)(=O)c1ccccc1	0.2%	-19%	0%	9%
COc1ccc(-c2cn3c(n2)sc2cc(C(=O)NCCCc4ccccc4)ccc23)cc1	0.9%	-24%[10.9 µM]	-1%	?
CCCN1C(C(=O)c2ccccc2)=C(OC(=O)C(C)(C)C)c2ccccc2S1(=O)=O	?	-4%[10.9 µM]	-12%	?
COc1cccc(NC(=O)CSc2nccn2-c2cccc(OC)c2)c1	1.1%	-14%	0%	-2%
CC12CCCCN1CCCc1c2[nH]c2ccccc12 (configuration not stated)	-0.1%	-3%	-7%	-1%
COc1cccc(NC(=O)c2oc3ccccc3c2NC(=O)COc2ccccc2C)c1	-0.5%	-8%[10.9 µM]	0%	?
Cc1nn2cc(-c3ccccc3)nc2s1	?	-86%[inhibitor]	10µM*	10µM*
CC12CCC(C(=O)O)(c3nc(C#N)c(C#N)nc31)C2(C)C (configuration not stated)	3.5%	2%	-3%	3%
Cc1ccc2c(CC(=O)Nc3nc(C)cs3)coc2c1	?	-11%	-6%	-15%
O=C(Cn1ccc2ccccc2c1=O)N1CCN(Cc2ccc3c(c2)OCO3)CC1	0.8%	-11%	-3%	-14%
COc1ccc(NC(=O)C2=C(C)Nc3c(C(=O)Nc4ccc(C)cc4)cnn3C2c2cccc(Cl)c2)cc1 (configuration not stated)	?	?	6%	-5%
Fc1ccc(F)c(Nc2c3c(nc4ccc(Cl)cc24)CCC3)c1	?	-7%[10.9 µM]	-14%	-7%
COc1cc(C(=O)Nc2nonc2-c2ccc(C)c(C)c2)cc(OC)c1OC	?	-14%[10.9 µM]	7%	-2%
COC(=O)c1cc2sc(Cl)cc2n1CC(=O)Nc1cc(C)cc(C)c1	?	4%[10.9 µM]	-8%	-13%
COc1ccccc1NC(=O)CSC1=Nc2ccccc2C2=NC(CCC(=O)NCCc3ccccc3)C(=O)N12 (configuration not stated)	?	-13%[10.9 µM]	11%	-14%
CCOC(=O)c1c(C)[nH]c(C)c1S(=O)(=O)N1CCCC(C(=O)N2CCN(c3cccc(C)c3C)CC2)C1 (configuration not stated)	-5.5%	28%[10.9 µM]	27%	39%[activator]
C=C1C(=O)OC2C[C@@]3(C)CCCC(=C)[C@@H]3CC12 (some centres not stated)	/	-24%	24%	25%
CCn1c2ccccc2c2cc(CN3CCN(Cc4ccc(Cl)cc4)CC3)ccc21	?	-22%[10.9 µM]	-10%	?
COc1cccc(NC(=O)C2CCN(S(=O)(=O)c3ccc4[nH]c5c(c4c3)CCCCC5)CC2)c1	?	-16%[10.9 µM]	4%	-12%
Cc1ccc(Cn2c(=O)c3c(nc4n3CCCN4Cc3ccccc3)n(C)c2=O)cc1	0.6%	8%	6%	-9%
CCOC(=O)c1[nH]c(C)c(CCC(=O)NCc2ccc(N(C)C)cc2)c1C	-1.3%	14%[10.9 µM]	3%	0%
SMILES	IkB sig inh	Imprint erasure	p53ts 32C tox	p53ts 39C kill
CCCN(CCC)CCCNC(=O)c1cnn(-c2ccc(F)cc2)c1-n1cccc1	0.5%	-14%[10.9 µM]	-10%	-15%
Cc1cc(C)cc(Nc2nc3ccccc3n3cnnc23)c1	-2.4%	6%[10.9 µM]	-2%	-23%
O=C(C1CCN(S(=O)(=O)Cc2ccccc2)CC1)N1CCN(c2ccc(F)cc2)CC1	?	-10%[10.9 µM]	-9%	-26%
COc1ccc(-n2nc3c(c2NC(=O)C2CC2)CS(=O)C3)cc1 (configuration not stated)	1.1%	-1%	1%	2%
O=C(Nc1ccccc1)N1CCCC2(CCN(C(=O)c3ccco3)CC2)C1	2.1%[11.4 µM]	/	7%	-3%
CS(=O)(=O)N1CCC(c2noc(-c3ccc(C(F)(F)F)cc3)n2)CC1	-2.0%	-13%	-17%	-22%
Cc1ccc(NC(=O)Cn2c(=O)n(CCC(=O)NCc3ccccc3Cl)c(=O)c3ccccc32)cc1	14%	17%[10.9 µM]	-22%	?
Cc1cccc(-c2noc(CN(C(=O)CCc3ccccc3)C(C)C)n2)c1	?	-25%	5%	-9%
CC1OC(Nc2cccc3ccccc23)C(O)C(O)C1O (configuration not stated)	3.6%	-4%	-6%	2%
Cc1ccc(N(C)S(=O)(=O)c2c(-c3ccccc3)csc2C(=O)O)cc1	-1.4%	-4%[10.9 µM]	4%	2%
O=C(NCCc1csc(-c2ccc(F)cc2)n1)c1c(F)cccc1Cl	-1.0%	10%[10.9 µM]	-17%	-7%
O=C(c1ccc(Cl)cc1)N1CCC(c2nc3ccccc3o2)CC1	?	-14%[10.9 µM]	-1%	-4%
CCCS(=O)(=O)NCc1ccc2c(c1)cc(C)n2C	-2.4%	2%	1%	5%
Cc1noc(C)c1-c1ccc2ncnc(Nc3ccccc3)c2c1	6.8%[11.4 µM]	-2%	10%	3%
CC1CCN(S(=O)(=O)c2ccc3c(ccc(=O)n3CC(=O)NCc3ccccc3Cl)c2)CC1	?	-12%[10.9 µM]	1%	-7%
O=C(NCCc1cn2ccsc2n1)c1cccs1	7.1%	-9%	-9%	-10%
COc1cccc(Oc2cn[nH]c2-c2ccc(OC)cc2O)c1	5.2%	-14%	-4%	?
COc1cc(OC)c(NC(=O)CCCn2nc(C)c3sc4ccccc4c3c2=O)cc1Cl	0.3%	-22%[10.9 µM]	-26%	13µM*
Cc1nn2c(=O)cc(COc3ccc(/C=C(\C#N)C(=O)Nc4ccccc4C)cc3)nc2s1	4.8%	10%[10.9 µM]	-7%	2%
O=C(O)[C@@H]1CCCN1c1ncnc2sc3c(c12)CCC3	0.4%	0%	4%	-5%
CCCSc1ncc(Cl)c(C(=O)Nc2sc(C(C)=O)c(C)c2C(=O)OCC)n1	-1.0%	-7%[10.9 µM]	-2%	6%
CCCn1c(=O)c(Cc2ccccc2)c(O)c2ccccc21	3.5%	1%	10%	20%
COc1cccc(CNC(=O)CCCN2C(=O)CSc3c2c(C)nn3-c2ccccc2)c1OC	0.6%	-8%[10.9 µM]	6%	-25%
CC(C)Oc1ccc(CNC(=O)c2ccc3c(c2)N(C)C(=O)C2CCCCN32)cc1 (configuration not stated)	?	4%[10.9 µM]	2%	1%
FC(F)(F)c1ccc(N=Cc2sc(N3CCOCC3)nc2-c2ccccc2)cc1	/	/	-13%	4%
CCC(C)(C)n1nnnc1C(c1ccccn1)N1CCN(c2cccc(OC)c2)CC1 (configuration not stated)	/	/	-1%	8%
COc1cc2[nH]c(=O)n(CCC(=O)NC3CCN(Cc4ccccc4)CC3)c(=O)c2cc1OC	0.2%	-8%	-3%	-3%
COC(=O)c1ccc(NC(=O)CC2C(=O)N(c3ccc(Cl)cc3)C(=O)N2Cc2cccs2)cc1 (configuration not stated)	?	14%[10.9 µM]	-16%	-25%
CCS(=O)(=O)NCCc1csc2nc(-c3ccc(C)cc3)nn12	-3.0%	-5%[10.9 µM]	-7%	-19%
CCOC(=O)CSc1cc(=O)n(C)c2cc(Cl)ccc12	-2.7%	-10%	-9%	-7%

Part of the list above in order of number of heavy atoms, falling:
SMILES	IkB sig inh	Imprint erasure	p53ts 32C tox	p53ts 39C kill
Cc1nn2c(=O)cc(COc3ccc(/C=C(\C#N)C(=O)Nc4ccccc4C)cc3)nc2s1	4.8%	10%[10.9 µM]	-7%	2%
O=C(C1CCN(S(=O)(=O)Cc2ccccc2)CC1)N1CCN(c2ccc(F)cc2)CC1	?	-10%[10.9 µM]	-9%	-26%
CC(C)Oc1ccc(CNC(=O)c2ccc3c(c2)N(C)C(=O)C2CCCCN32)cc1 (configuration not stated)	?	4%[10.9 µM]	2%	1%
CS(=O)(=O)N1CCC(c2noc(-c3ccc(C(F)(F)F)cc3)n2)CC1	-2.0%	-13%	-17%	-22%
O=C(c1ccc(Cl)cc1)N1CCC(c2nc3ccccc3o2)CC1	?	-14%[10.9 µM]	-1%	-4%
O=C(O)[C@@H]1CCCN1c1ncnc2sc3c(c12)CCC3	0.4%	0%	4%	-5%

Filtered by structure, the compounds so far containing a COOH group
SMILES	IkB sig inh	Imprint erasure	p53ts 32C tox	p53ts 39C kill
CC12CCC(C(=O)O)(c3nc(C#N)c(C#N)nc31)C2(C)C (configuration not stated)	3.5%	2%	-3%	3%
Cc1ccc(N(C)S(=O)(=O)c2c(-c3ccccc3)csc2C(=O)O)cc1	-1.4%	-4%[10.9 µM]	4%	2%
O=C(O)[C@@H]1CCCN1c1ncnc2sc3c(c12)CCC3	0.4%	0%	4%	-5%
